Bioassay records (PubChem BioAssay)
TDP43 rescue – inhibitors of TDP-43 toxicity in yeast; TDP-43 expressing yeast growth rescue, BacTiter-Glo, 24 h; Potency, µM (highest dose often 46.1 µM), without a hit: at the highest dose growth rescue (activation), actives largely listed as activators; actives 1.8% (n = 410,000); AID 652104; also: potency is read from the fitted curve at half-maximal effect; % of control where 0% means no effect; nearly all actives have a fitted effect of over 50% in size
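Yeast cells expressing TDP-43 under galactose induction are exposed to compounds for 24 hr at 30 deg C. BacTiter-Glo luminescence measures growth, so protective compounds score as activators.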
GLP1R cytotox – cytotoxicity counter-screen for GLP-1 receptor inverse agonists; HEK293 cAMP-luciferase reporter cells, luminescence, 24 h; Potency, µM (series often up to 38.3 µM), for the others: at the top dose activity change, negative = inhibition, actives largely listed as inhibitors; actives 0.13% (n = 410,000);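 also: loss of luciferase light is scored as toxicity; potency is read from the fitted curve at half-maximal effect; % is scaled to controls: 0 for no effect and ±100 for the full control effect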
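A 23 nL compound transfer followed 12 hours of cell culture at 37 deg C; exposure then lasted 24 hr. Luciferase assay detection reagent was dispensed and plates read for luminescence after a 12 min room-temperature wait.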
DRD3 agonist – agonists of human D3 dopamine receptor | P35462 | D3R DiscoveRx beta-arrestin cells, luminescence, 90 min | max activation, % | actives 0.58% (n = 410,000); in the data active = max activation above about 30%; also: 0% is about no effect; mostly tested at two doses, the higher about 12 µM
Target sequence (P35462 whole entry, looked up): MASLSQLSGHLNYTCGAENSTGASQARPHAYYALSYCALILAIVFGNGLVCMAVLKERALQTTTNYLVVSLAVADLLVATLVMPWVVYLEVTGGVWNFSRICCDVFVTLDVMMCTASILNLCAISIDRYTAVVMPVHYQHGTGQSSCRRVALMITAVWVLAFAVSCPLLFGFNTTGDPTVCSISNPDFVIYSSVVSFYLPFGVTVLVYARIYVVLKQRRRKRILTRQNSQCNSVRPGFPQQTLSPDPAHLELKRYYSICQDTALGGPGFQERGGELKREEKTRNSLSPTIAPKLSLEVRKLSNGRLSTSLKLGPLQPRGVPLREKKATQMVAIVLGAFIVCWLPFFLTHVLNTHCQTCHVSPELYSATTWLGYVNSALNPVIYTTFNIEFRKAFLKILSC
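Cells at 1500/well, incubated overnight, then treated with pinned compounds (dopamine as control) for 90 min at 37 degrees C. DiscoveRx reagent added for 30 - 60 minutes at room temperature; luminescence read.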
aSyn yeast inh – inhibitors of alpha-synuclein toxicity in yeast; Yeast expressing alpha-synuclein, growth rescue, BacTiter-Glo, 24 h; Potency, µM (series often up to 46.1 µM), for the others: at the top dose growth rescue (activation), usual class: activators; actives 0.14% (n = 370,000); also: potency is read from the fitted curve at half-maximal effect; % of control where 0% means no effect; nearly all actives have a fitted effect of over 65% in size
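Readout is rescue of growth in alpha-synuclein-expressing yeast, so inhibitors of toxicity appear as activators. Growth after 24 hr at 30 deg C in galactose medium is quantified by luminescence.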
KB-V1 cytotox – kills drug-selected multidrug resistant KB-V1 cells; KB-V1 MDR cells viability, CellTiter-Glo, 72 h; Potency, µM (titrated, usually from 46.1 µM), for the others: at the top dose activity change, negative = cytotoxicity, hits mostly cytotoxic; actives 3.4% (n = 400,000); also: potency is read from the fitted curve at half-maximal effect; % is scaled to controls: 0 for no effect and ±100 for the full control effect; nearly all actives have a fitted effect of over 60% in size
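qHTS viability screen in drug-selected KB-V1 MDR cells: 72 h compound treatment at 37 degrees C, ATP luminescence end point.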
GLP1R inv ag – GLP-1 receptor (human) inverse agonism; AID 624417; actives 1.6% (n = 410,000); HEK293 GLP-1R CRE-luciferase, luminescence, 24 h; GLP-1R form is constitutively active; P43220; Potency, µM (doses to about 38.3 µM), for inactives: at the top dose activity change, negative = inhibition, hits mostly inhibitors; also: potency is read from the fitted curve at half-maximal effect; % is scaled to controls: 0 for no effect and ±100 for the full control effect; nearly all actives have a fitted effect of over 55% in size
Target sequence (P43220 whole entry, looked up): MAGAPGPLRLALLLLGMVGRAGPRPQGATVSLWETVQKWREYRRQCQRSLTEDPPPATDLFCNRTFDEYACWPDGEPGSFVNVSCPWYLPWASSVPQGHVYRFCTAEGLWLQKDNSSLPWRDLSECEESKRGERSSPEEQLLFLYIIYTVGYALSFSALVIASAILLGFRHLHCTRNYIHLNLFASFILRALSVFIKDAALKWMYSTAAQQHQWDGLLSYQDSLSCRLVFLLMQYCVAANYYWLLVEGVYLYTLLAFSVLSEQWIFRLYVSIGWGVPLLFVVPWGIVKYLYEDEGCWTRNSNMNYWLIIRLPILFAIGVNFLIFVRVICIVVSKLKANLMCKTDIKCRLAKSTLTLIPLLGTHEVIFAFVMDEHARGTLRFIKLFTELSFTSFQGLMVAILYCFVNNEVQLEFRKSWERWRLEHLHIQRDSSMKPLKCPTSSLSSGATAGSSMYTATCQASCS
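qHTS in 1536-well format: reporter HEK293 cells expressing constitutive GLP-1R activity in DMEM + 10% Nu serum, 24 hr with compounds at 37 deg C, luminescence read after 12 min with detection reagent.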
PTHR1 agonist – PTHR1 (human) receptor agonism | AID 743266 | HEK293 GP2 PTHR1 cells, GloSensor cAMP luminescence, 1 h | Q03431 | Potency, µM (titrated, usually from 115 µM), without a hit: top-dose activation, usual class: activators | actives 0.075% (n = 410,000); also: potency is read from the fitted curve at half-maximal effect; nearly all actives have a fitted effect of over 55% in size; some results filed as inactive show a strong effect at the top dose; inactives centre near -15; many of its hits are not listed in these tables
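HEK-293-derived GP2 cells expressing PTHR1 and a GloSensor cAMP reporter, 3,000/well, plated overnight, given luciferin plus IBMX (each 0.5 mM as added) for 1 h at 37 °C, then compound for 1 h at 37 °C. Luminescence was read after 15 min at room temperature.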
GLP1R ag – GLP-1 receptor (human) agonism | HEK293 GLP-1R CRE-luciferase, luminescence, 4-6 h; cells express a hypersensitive GLP-1R form | Potency, µM (top dose mostly 45.6 µM), without a hit: at the top dose activation, most hits filed as activators | actives 0.007% (n = 380,000) | P43220; also: potency is read from the fitted curve at half-maximal effect; % of control where 0% means no effect
D3 antag – D3 dopamine receptor (human) antagonism | P35462 | max response, negative = inhibition, % | D3R cells, DiscoveRx beta-arrestin luminescence, antagonist mode; active compounds read low | actives 2.5% (n = 360,000); in the data active = max response below about -50%; inconclusive = no clear call, values can overlap the other calls; also: % is scaled to controls: 0 for no effect and ±100 for the full control effect; mostly tested at two doses, the higher about 12 µM
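Cells plated overnight at 1500 cells/well, then exposed to library compounds with dopamine controls for 90 minutes at 37 degrees C. DiscoveRx reagent added for 30–60 minutes at room temperature; luminescence read, quantitative HTS format.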
Active calls of the source: *; i = inactive; ? = inconclusive; nt = no result given; & = joins results of further samples; [ ] = dose if it differs, or a comment. Unless noted, calls follow the shape of the dose curve; as a rule, active = well fitted curve in the direction sought with a large enough effect; inconclusive = small, poorly fitted or top-dose-only effect, or another doubt; inactive = no such curve, though single readings can be large; an effect the other way counts as inactive or inconclusive. Only part of the results is shown; count on the stated rates, not on these rows.

SMILES	TDP43 rescue	GLP1R cytotox	DRD3 agonist	aSyn yeast inh	KB-V1 cytotox	GLP1R inv ag	PTHR1 agonist	GLP1R ag	D3 antag
O=C(Nc1cccc([N+](=O)[O-])c1)c1ccc2c(c1)C(=O)N(c1ccccn1)C2=O	-3.5%	1.0%	1.8	4.7%	-17.8%	-4.5%	-14.1%	-0.2%	-14.3
COC(=O)c1c(NC(=O)CN2C(=O)C(=O)N(C(C)C)C2=O)sc(C)c1C	18.2%	6.1%	-5.3	10.9%	-7.3%	0.0%	-57.9%[inhibitor]	-1.6%	11.1
CCN(CC)S(=O)(=O)c1ccc(-c2nnco2)cc1	6.5%	-2.4%	0.2	-6.8%	0.1%	2.3%	i	1.1%	-4.4
CCOC(=O)c1c(C)[nH]c(C(=O)CSc2nccc(C)n2)c1C	?	18.7%	8.2	0.1%	-22.3%	47.5%[activator]	-1.3%	16.7%	13.8
Cc1c(C(=O)Nc2ccc3c(c2)CCC3)cccc1[N+](=O)[O-]	11.9%	-2.2%	-8.9	2.5%	0.0%	?	-15.5%	8.8%	13.0
Cc1ccc(N(CCC#N)C(=O)CN2C(=O)NC(Cc3ccccc3)C2=O)cc1 (stereo not given)	-3.6%[0.397 µM]	-1.8%	5.7	7.9%	10.1%	27.6%	i	9.4%	7.5
Cc1nn(C)c2c1c(-c1ccccc1)cc(=O)n2Cc1ccccc1Cl	21.1%	17.6%	5.9	nt	-2.1%	10.9%	-57.3%[inhibitor]	nt	nt
CCOC(=O)c1cnc(SCC(=O)NCc2cccs2)nc1N	-15.3%	-7.2%	-6.6	-1.3%	-5.3%	0.2%	13.1%[57.5 µM]	-1.4%	-14.2
Cc1ccc(CNC(=O)C2CNc3cc(C)ccc3O2)cc1 (stereo not given)	-12.3%	14.5%	-7.7	6.0%	-1.7%	-20.5%	i	9.5%	-11.2
Cc1[nH]c2ccccc2c1C(=O)CSc1ccc(Cl)cc1	3.6%	6.4%	1.1	-0.8%	-2.2%	15.9%	-13.2%	0.9%	11.7
CN(C)S(=O)(=O)c1ccc(N2CCCC2)c(C(=O)NCC2CCCO2)c1 (stereo not given)	17.0%	0.3%	14.6	9.9%	-2.1%	-0.5%	i	-7.8%	9.4
CC1CCCN(C(=O)CSc2nc3ncccc3[nH]2)C1 (stereo not given)	?	1.0%	-3.5	1.5%	-23.1%	-2.6%	i	3.3%	8.1
CCOC(=O)c1c(C)[nH]c(C)c1C(=O)COC(=O)/C=C/c1ccco1	8.6%	-22.8%	-7.4	10.0%	-21.5%	5.3%	i	-2.6%	-11.4
CC(C)N(Cc1ccccc1)C(=O)CN1C(=O)c2ccccc2C1=O	17.0%	-8.4%	3.6	15.4%	0.0%	-7.5%	i	8.9%	4.5
Nc1cc(SCc2ccc(Cl)cc2Cl)ncn1	3.7%	4.8%	-0.7	0.2%	?	1.3%	-10.6%	18.0%	-9.9
O=C(COc1ccccc1)Nc1ccc(OC(F)(F)C(F)F)c(NC(=O)COc2ccccc2)c1	4.7%	-14.3%	0.6	nt	8.6%	-12.8%	17.9%	-14.7%	2.7
C=CCc1cccc(/C=N/NC(=O)c2ccccc2OC)c1O	15.8µM*	2.9%	2.3	2.2%	14.9%	?	-8.0%	23.4%	-5.9
O=C1Nc2c(ccc(Cl)c2Cl)C(=O)C1(F)c1ccccc1 (stereo not given)	1.4%	-11.2%	11.7	13.1%	1.4%	1.9%	-19.5%	14.4%	-15.3
O=C(CCc1ccccc1)N1CCN(c2ccccn2)CC1	-24.7%	-2.7%	-14.3	-0.7%	-4.5%	23.3%	i	1.2%	7.9
CCCCN(Cc1ccccc1)S(=O)(=O)c1ccc2c(c1)CC(C)N2C(=O)CC (stereo not given)	24.4%	0.1%	-5.8	nt	-18.0%	19.9%	-81.4%[inhibitor]	1.1%	nt
CCOC(=O)N1CCN(S(=O)(=O)CCNC(=O)c2cccc(OC)c2)CC1	-15.0%	6.2%	3.9	-5.4%	4.0%	-1.0%	i	-2.0%	-4.4
CCOC(=O)C1CCCN(C(=O)c2ccc3c(c2)N(Cc2ccccc2)C(=O)c2ccccc2S3=O)C1 (stereo not given)	-17.8%&-22.0%	1.4%&1.8%	5.2&-16.3	2.2%	?	3.1%&6.6%	-30.7%[inhibitor]	11.6%&0.6%	3.9
COc1ccc(N2CCN(C3CC(=O)N(Cc4ccccc4)C3=O)CC2)cc1 (stereo not given)	21.8%	1.1%	11.7	-14.3%	0.0%	-21.0%	-4.2%	-4.8%	4.1
Cc1ccc(C)c2sc(NC(=O)C3CC3)nc12	20.1%	3.5%	2.4	-14.3%	1.3%	?	-21.6%	5.4%	-4.7
Cc1ccccc1OCCC(=O)Nc1ccc(S(=O)(=O)N2CCCC2)cc1	4.5%	-44.1%	-18.6	20.4%	-21.8%	?	i	-2.1%	-86.6*

(continued)
SMILES	TDP43 rescue	GLP1R cytotox	DRD3 agonist	aSyn yeast inh	KB-V1 cytotox	GLP1R inv ag	PTHR1 agonist	GLP1R ag	D3 antag
Cc1ccc(C2=NC(C)(C)NC2=O)cc1	9.2%	0.6%	-2.0	4.1%	?	0.0%	-3.9%	-0.8%	-3.2
Cc1ccccc1OCc1nc2c3cnn(-c4ccccc4Br)c3ncn2n1	29.1%	-0.5%	1.2	nt	nt	5.6%	i	nt	nt
Cc1ccc(-c2n[nH]c(Cc3ccccc3)n2)cc1	-2.0%	-14.8%	-3.0	-6.9%	-1.6%	?	-42.8%[inhibitor]	2.0%	1.8
Cc1c(C(=O)O)oc2c1C(O)CC(C)(C)C2 (stereo not given)	0.0%&9.7%	-3.7%&-7.3%	-0.4&1.0	4.0%&-0.1%	1.0%&9.4%	1.1%&3.1%	i	-13.5%&1.5%	7.4&13.4
Cc1ccc(C(C)C)c(OCCCN2C(=O)NC(C)(C)C2=O)c1	?	1.1%	0.1	19.4%	14.6µM*	?	i	6.1%	-4.0
CCCNC(=O)c1ccc2c(c1)nc(C)n2-c1cccc(Cl)c1	nt	-7.4%	-2.1	nt	0.0%	-17.9%	-51.6%[inhibitor]	-0.1%	4.9
COC(=O)N1C(=O)[C@](CC(C)C)(c2ccccc2)N1C(=O)OC	?	2.5%	-6.9	-0.1%	0.1%	-0.7%	-49.0%[inhibitor]	-3.9%	?
COc1ccc(Cc2nc3ccc(S(=O)(=O)N4CCOCC4)cc3[nH]2)cc1OC	-4.8%	1.5%	-4.1	6.2%	-20.0%	1.1%	10.9%[57.5 µM]	1.0%	8.9
O=C(CSc1nc2c([nH]c3ccccc32)c(=O)n1-c1ccccc1)Nc1cccc(C(F)(F)F)c1	4.1%	-29.7%	-8.2	nt	nt	?	-17.4%	nt	nt
Cc1csc(NC(=O)c2cccc(S(=O)(=O)N3CCN(C)CC3)c2)n1	19.4%[9.22 µM]	-3.1%[7.66 µM]	-0.3	-4.2%	1.1%	-0.7%[7.66 µM]	i	4.0%	2.2
CC1(C(=O)Nc2ccc(Cl)c(C(F)(F)F)c2)Cc2c(-c3ccc4c(c3)OCO4)ccnc2O1 (stereo not given)	4.8%	-12.4%	-3.0	-0.4%	?	?	-5.7%	-5.8%	-23.6
CCOC(=O)c1sc(=S)n(C)c1NC(=O)c1ccc(C(C)(C)C)cc1	3.3%	?	5.6	-27.3%	?	?	-34.2%	1.2%	1.9
O=C(O)CC(NS(=O)(=O)c1cccc2nsnc12)c1ccc(F)cc1 (stereo not given)	3.1%	0.7%	8.5	-17.6%	13.0%	9.9%	i	-32.1%	?
CCOc1ccc(C(=O)OCC(=O)Nc2ccc3c(c2)OCCO3)cc1OC	12.7%	-15.3%	1.7	-2.9%	16.6%	17.3%	i	-7.1%	-4.8
O=C(/C=C/c1cn(CC(O)CN2CCCCCC2)c2ccccc12)c1cccs1 (stereo not given)	4.1%	46.7%[activator]	-26.1	7.5%	?	?	i	5.4%	5.3
CCOC(=O)c1ccc(OCc2nc(-c3cccs3)no2)cc1	12.2%	11.9%	2.8	-9.5%	-7.4%	1.4%	-0.2%[57.5 µM]	11.7%	6.6
CCOc1ccccc1C(=O)NC(C(=O)NCc1ccccc1OC)C(C)C (stereo not given)	-3.4%	1.5%	2.6	-1.1%	?	-11.7%	-25.4%	2.9%	9.7
CCN(Cc1ccccc1)C(=O)c1ccc(N(C)S(=O)(=O)c2ccc(C)cc2)cc1	8.3%	2.3%	-21.1	?	?	?	-28.3%	-0.1%	?
N=C1SCC(=O)N1c1nc(-c2ccccc2)cs1	-26.5%	1.0%	-9.9	-8.9%	-27.4%	23.4%	i	-3.5%	-16.7
C=CCNC(=O)c1cccc2c1C(=O)c1ccc(N3CCOCC3)cc1S2(=O)=O	27.3%	-24.9%	9.6	1.3%	8.5%	-18.2%	-35.3%[inhibitor]	-0.9%	6.4
COc1ccccc1NC(=O)N(C)C[C@@H]1Oc2ncc(Br)cc2C(=O)N([C@H](C)CO)C[C@@H]1C	13.3%	-2.1%	-7.4	-0.7%	-18.1%	16.5%	1.6%	-2.3%	0.0
C=CCN1C(c2ccc(OCC)cc2)=CS/C1=C(\C#N)c1nnc2n1CCCCC2	-8.2%	-23.8%	3.2	3.3%	-28.4%	0.0%	-15.0%[57.5 µM]	-1.8%	17.6
O=C(/C=C/c1ccc([N+](=O)[O-])cc1)c1ccco1	?	3.2%	-8.2	10.9%	0.0%	15.5%	-36.5%[inhibitor]	0.4%	?
COc1ccc(C(C(=O)NC2CCCC2)n2c(Cc3cc(F)cc(F)c3)nc3ccccc32)cc1 (stereo not given)	?	-13.9%	-7.9	1.5%	-30.3%	?	-6.5%	nt	4.7

Two of the compounds above, in CSV form:
structure,TDP43 rescue,GLP1R cytotox,DRD3 agonist,aSyn yeast inh,KB-V1 cytotox,GLP1R inv ag,PTHR1 agonist,GLP1R ag,D3 antag
C=CCc1cccc(/C=N/NC(=O)c2ccccc2OC)c1O,15.8µM*,2.9%,2.3,2.2%,14.9%,?,-8.0%,23.4%,-5.9
O=C1Nc2c(ccc(Cl)c2Cl)C(=O)C1(F)c1ccccc1 (stereo not given),1.4%,-11.2%,11.7,13.1%,1.4%,1.9%,-19.5%,14.4%,-15.3
